Screens (PubChem)
NR2E3 ag-1 = agonists of human NR2E3 nuclear receptor | Q9Y5X4 | inhibition of corepressor binding, % at 3.98 µM | 360,000 tested, 0.35% active | AID 602229 | CHO-S Gal4-NCOR/VP16-NR2E3 two-hybrid, luciferase;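 active means inhibition above the mean of all tested compounds plus 3 SD, cut at about 70% in these data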;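 further: 0% = DMSO with NR2E3 transfected cells and 100% = cells lacking NR2E3 construct; higher means lower luciferase signal from less NR2E3 corepressor binding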
Target sequence (Q9Y5X4 whole entry, looked up, the tested form may be a part): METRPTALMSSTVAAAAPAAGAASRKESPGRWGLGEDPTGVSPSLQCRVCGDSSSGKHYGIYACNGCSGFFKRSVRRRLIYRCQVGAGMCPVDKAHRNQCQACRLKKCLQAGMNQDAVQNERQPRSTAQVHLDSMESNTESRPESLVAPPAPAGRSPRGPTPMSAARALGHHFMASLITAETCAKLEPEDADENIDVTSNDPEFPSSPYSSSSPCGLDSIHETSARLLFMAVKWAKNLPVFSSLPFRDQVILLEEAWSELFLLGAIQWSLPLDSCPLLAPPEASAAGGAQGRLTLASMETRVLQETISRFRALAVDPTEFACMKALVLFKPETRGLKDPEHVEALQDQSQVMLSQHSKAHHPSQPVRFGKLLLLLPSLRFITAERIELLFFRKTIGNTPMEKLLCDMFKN
KKLEB cytotox = counter-screen for CF NF-kB inhibitors: cytotoxicity; 360,000 tested, 0.36% active; KKLEB CF airway cells viability, ATPlite luminescence, overnight; active compounds read low; cells stimulated with P. aeruginosa culture filtrate; activity change (cytotoxicity), % at 5 µM;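 active means corrected activity change at or below -50% at 5 µM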
HIF-2a inh = HIF-2a inhibition; 360,000 tested, 0.72% active; 786-0 RCC cells HIF-2a reporter, luciferase luminescence, overnight; AID 624352; inhibition, % at 18.8 µM;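 active means inhibition of the luminescence signal of 40% or more relative to plate controls, in a single-dose primary screen at 18.75 µM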
iPSC survival up = enhancers of human iPSC single-cell survival; hiPSC single-cell survival, ATPlite luminescence; 100% = ROCK inhibitor wells, 0% = DMSO; survival enhancement, % at 20 µM; 360,000 tested, 0.044% active; in the data active means survival enhancement above about 18%;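 further: cells exposed to compounds for 16 hours before the ATP read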
TRPM1 prom inh = MITF TRPM1 promoter inhibition in SK-MEL-5 cells; AID 488899; inhibition, % at 12.5 µM; SK-MEL-5 TRPM1 promoter luciferase, 24 h; 330,000 tested, 0.83% active;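 active means mean inhibition across replicates of 60% or more, whatever share of single replicates reaches that level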; further: values of inactives mirror those of a sister screen read the other way
Shn3 inh set2 = reduces Shn3 3'UTR luciferase signal in osteoblasts; Clone20 osteoblast Shn3 3'UTR firefly luciferase, 24 h; inhibition, % at 12.5 µM; 360,000 tested, 0.52% active; AID 588674;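 active means mean inhibition of at least 75% with every replicate also reaching 75%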;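 further: 0% = median of neutral control wells and 100% = pilot-screen positive control compound; some compounds past the cut are filed as inactive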
Peg3 prom inh = Peg3 promoter activity inhibition | HeLa PEG-Prom luciferase reporter, luminescence, overnight | inhibition, % at 20 µM | 360,000 tested, 1.7% active | AID 588405;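 active means inhibition of at least 50% at 20 µM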
NR2E3 ag-2 = agonists of human nuclear receptor NR2E3 | Q9Y5X4 | GST-NR2E3/biotin-RetCOR TR-FRET, 1536-well | inhibition of corepressor binding, % at 4.78 µM | 320,000 tested, 0.12% active | AID 2300;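 active means percent inhibition above the cutoff of mean plus 3 SD of all tested compounds, set per screening campaign, cut at about 20% in these data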;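 further: 0% = DMSO wells and 100% = biotin wells as full block of FRET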
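Test system: GST-NR2E3 and biotin-RetCOR proteins | Quantity: 1.35 nM GST-tagged NR2E3 final | Medium: Tris pH 7.5 | Also added: 7 nM biotin-RetCOR | Dosing: Compound at 4.8 µM, single dose | Timing: 5 h at 4 °C | Detection: Time-resolved FRET | Read-out basis: Percent inhibition | Benchmarks: Biotin wells as high control, 0.6% DMSO wells as low control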
TWEAK-Fn14 inh = TWEAK-Fn14 signaling inhibition | TWEAK-stimulated Fn14 reporter cells, luciferase luminescence, 8 h | inhibition, % at 10 µM | 360,000 tested, 2% active; in the data active means inhibition above about 50%
aDG glyco act = alpha-DG glycosylation activation | Pro5-aDG cells, alpha-DG glycosylation AlphaScreen (IIH6); 0% Pro5, 100% B10-LARGE cell signal | activation, % at 10 µM | 360,000 tested, 0.22% active;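 active means activation of at least 8% versus controls, or a plate z-score of at least 8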;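 further: Pro5 are CHO cells carrying HIG-tagged alpha-DG that lacks glycosylation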
CF NFkB block = cystic fibrosis NF-kB activation inhibition; KKLEB NF-kB-GFP reporter, PAF-induced, GFP fluorescence overnight; inhibition, % at 5 µM; 360,000 tested, 0.86% active; AID 588850;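 active means at least 50% inhibition at 5 µM, scaled per plate between neutral and stimulator controls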;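 further: PAF is a Pseudomonas aeruginosa culture filtrate used as stimulus; plate controls were PAF-stimulated DMSO wells for no effect and unstimulated DMSO wells for full effect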
Active calls of the source: *; . = no result given.

Order of values – NR2E3 ag-1, KKLEB cytotox, HIF-2a inh, iPSC survival up, TRPM1 prom inh, Shn3 inh set2, Peg3 prom inh, NR2E3 ag-2, TWEAK-Fn14 inh, aDG glyco act, CF NFkB block
> O=C(Cc1ccccc1)N/N=C/c1cc(Br)c(Br)o1
  0, 6, -241, -1.5, -28, -9, -125, 4, 7, 0.0, 17
> CC(NC(=O)COC(=O)Cc1ccc(Cl)cc1)c1ccccc1 (stereo not drawn)
  8, 2, 14, 1.7, 0, 14, -4, ., -8, -0.1, -15
> CC1CC1C(=O)Nc1nc2ccc(S(C)(=O)=O)cc2s1 (stereo not drawn)
  -4, 0, -56, -0.4, -22, -13, -56, 2, 2, -0.1, 7
> CSc1ncccc1C(=O)Nc1ccc(S(=O)(=O)NC2=NCCCCC2)cc1
  -38, -4, 0, -0.3, -10, -19, 16, 1, -12, -0.5, 9
> Cc1ccc(N2CC(C(=O)Nc3ccc(N(C)C)cc3)CC2=O)cc1C (stereo not drawn)
  -14, 11, 10, -1.5, 4, 1, -53, -3, 10, 0.2, -11
> COc1ccccc1CC(Cc1nc2ccccc2[nH]1)c1nc2ccccc2[nH]1 (stereo not drawn)
  2, 0, 7, 0.6, -4, 13, 4, 1, -2, 0.0, 2
> O=C(Oc1ccc([N+](=O)[O-])cc1)C1CC(=O)N(c2ccc3c(c2)OCCO3)C1 (stereo not drawn)
  -1, 5, 2, -3.5, 5, 2, -2, ., 39, -0.3, 5
> Cc1cc(S(=O)(=O)N2CCOCC2)ccc1OCC(=O)Nc1ccc(F)cc1
  -10, 8, 22, -0.5, 2, 7, 3, 4, 12, 0.2, -2
> Cn1cc(CN2CCCC(CO)(Cc3cccc(Cl)c3)C2)cn1 (stereo not drawn)
  13, 7, 7, -0.6, -11, -20, -4, -4, -3, 0.0, 5
> COc1ccccc1OCC(=O)Nc1ccc(S(=O)(=O)N(C)c2ccccc2)cc1
  -10, 0, 16, -0.1, 9, 2, 20, -1, 4, 0.1, -13
> CC(=O)c1ccc(NC(=O)CN2C(=O)COc3ccc(Cl)cc32)cc1
  -43, 1, 2, -0.2, -5, 13, -9, 2, 20, 0.0, -4
> S=C(NC1CCCCC1)N(CCc1nc2ccccc2[nH]1)C1CCCC1
  -4, -10, -1, 1.9, 9, 5, 16, 1, 16, 1.6, 5
> CN(Cc1ccccc1)Cc1ccccc1C(O)c1ccccc1 (stereo not drawn)
  14, -11, 11, 7.4, -6, -2, 22, ., 5, 0.1, 11
> CC(=O)c1cccc(-c2csc3ncnc(Sc4nnnn4C)c23)c1
  30, -5, 49*, -2.3, ., 95*, 87*, ., 75*, 0.8, 71*
> CN(C)c1ccc(C(CNC(=O)c2ccc(F)cc2)c2c[nH]c3ccccc23)cc1 (stereo not drawn)
  -5, -2, 5, -1.3, 14, 15, -30, 5, 13, 0.1, 3
> Cc1ccc2[nH]c(=O)c(-c3nc4ccccn4c3NCc3ccco3)cc2c1
  -51, 7, -191, 2.6, -11, -20, -127, -2, 19, 0.2, -19
> C=CCN1C(=O)C(Cc2ccccc2)SC1=Nc1ccc(C(=O)O)cc1 (stereo not drawn)
  -4, 6, 13, 0.5, 6, 3, -7, 1, -18, 0.0, 3
> CCOc1ccc(NC(=O)CC2C(=O)N(c3ccc(OC)cc3)C(=O)N2CCc2cccs2)cc1 (stereo not drawn)
  17, -5, 16, -0.8, -6, 21, 20, 0, 14, 0.0, -3
> CCCCc1cc(=O)oc2cc(OC3CCCCC3=O)ccc12 (stereo not drawn)
  -5, -4, -34, -0.1, -6, 1, -21, 0, -31, -0.1, 7
> O=C(/C=C/c1ccc(Br)cc1)c1ccco1
  -30, -9, -51, -3.2, -6, 17, 90*, 1, 14, 0.1, 27
> O=C(CCC(=O)N1CCCC1)Nc1ccc(Cl)c(Cl)c1
  2, 9, -44, -0.6, -12, -4, -5, 1, -6, -0.4, -8
> Cc1ccc([N+](=O)[O-])cc1N/C=C/C(=O)c1ccco1
  -74, 8, -171, -1.4, -16, -48, -126, 3, -49, -0.3, -30
> CCn1c(SCC(=O)N(C)CC(=O)Nc2ccc(F)c(F)c2F)nnc1-c1ccco1
  -26, 10, 9, -0.4, 6, 6, 13, 3, 5, 0.1, -19
> Cc1nn(C(C)C(=O)NCCN2CCCCCC2)c(=O)c2nn(-c3ccccc3)c(C)c12 (stereo not drawn)
  8, 6, 15, 1.1, -4, -18, -2, 1, 0, -0.3, 5
> Cc1ccc(N(C(=O)CCC(=O)Nc2cc(C)on2)C(C(=O)NC2CCCC2)c2cccs2)cc1 (stereo not drawn)
  1, 4, 21, -2.3, 12, 2, 22, 2, 8, 0.4, 12
> CCCN1C(=O)SC(CC(=O)Nc2cccc3ccccc23)C1=O (stereo not drawn)
  -11, 5, 4, -0.7, 7, 4, 8, 1, 11, 0.5, -7
> Cn1c(=O)[nH]c(=O)c2c1nc(N1CCCCC1)n2CCSc1ncccn1
  -11, -11, 4, 1.3, ., 1, 3, 0, 12, -0.2, 15
> COc1ccc(Cn2c(=S)[nH]c3cc(OC)c(OC)cc3c2=O)cc1
  3, -6, -30, -0.4, 14, 0, 21, 1, -12, -0.4, 14
> COc1ccc(CCC(=O)OCC(=O)Nc2ccccc2)cc1
  -28, 4, -71, 1.6, -6, -31, -51, -3, -10, 0.0, 3
> COc1cc2c(cc1OC)C(C)N(S(=O)(=O)c1cn(C)c(C)n1)CC2 (stereo not drawn)
  -23, 12, 15, 0.0, ., -5, 13, -4, -1, 0.1, -7

Quoted at random: 3 compounds from above
Order of values – NR2E3 ag-1, KKLEB cytotox, HIF-2a inh, iPSC survival up, TRPM1 prom inh, Shn3 inh set2, Peg3 prom inh, NR2E3 ag-2, TWEAK-Fn14 inh, aDG glyco act, CF NFkB block
> COc1ccc(CCC(=O)OCC(=O)Nc2ccccc2)cc1
  -28, 4, -71, 1.6, -6, -31, -51, -3, -10, 0.0, 3
> Cc1ccc([N+](=O)[O-])cc1N/C=C/C(=O)c1ccco1
  -74, 8, -171, -1.4, -16, -48, -126, 3, -49, -0.3, -30
> Cc1ccc(N(C(=O)CCC(=O)Nc2cc(C)on2)C(C(=O)NC2CCCC2)c2cccs2)cc1 (stereo not drawn)
  1, 4, 21, -2.3, 12, 2, 22, 2, 8, 0.4, 12

Remaining list, next part:
Order of values – NR2E3 ag-1, KKLEB cytotox, HIF-2a inh, iPSC survival up, TRPM1 prom inh, Shn3 inh set2, Peg3 prom inh, NR2E3 ag-2, TWEAK-Fn14 inh, aDG glyco act, CF NFkB block
> CCOc1ccc(-c2n[nH]c(C)c2Oc2ccc(OC)cc2)c(O)c1
  -40, 6, -51, -2.9, -7, 1, -19, 1, -12, 0.2, -16
> Cc1ccc(SCc2[nH]nc3c2C(c2ccco2)C(C#N)=C(N)O3)cc1 (stereo not drawn)
  9, -13, 14, 0.6, 0, 2, -4, 2, 19, 0.0, 16
> COC(=O)C1=C(C)N(C)C(C)=C(C(=O)OC)C1c1ccccn1
  11, 13, -18, -1.4, 11, -3, 4, 0, 1, -0.3, -3
> Cc1ncc2c(c1OC(=O)c1ccc([N+](=O)[O-])cc1)COC(C)(C)OC2
  23, -6, 4, -0.7, 4, 2, 21, 2, 9, 0.0, 14
> Cc1ccc(C)c(NC(=O)Cn2nc(C(F)(F)F)cc2C2CC2)c1
  22, -24, -3, 3.4, -2, 12, 1, 5, 7, 0.0, 17
> COCCNC(=O)C(c1ccc(O)cc1)N(Cc1ccccc1)C(=O)CCC(=O)Nc1ccccn1 (stereo not drawn)
  15, 6, 13, -0.6, -1, -9, 2, 1, 18, 0.2, -5
> COc1ccc(C2(CNC(=O)c3ccc(OCC(C)C)cc3)CCOCC2)cc1
  12, 0, 18, -0.9, 6, 11, 12, -4, -4, 0.3, 4
> Cc1cc(C(=O)NCc2ccco2)sc1C
  -24, -4, -32, 0.6, -13, -12, -28, 2, -3, 0.6, 3
> Cc1c(NC(=O)Nc2ccc(Cl)cc2)c(=O)n(-c2ccccc2)n1C
  -29, -7, -4, 0.0, -4, -17, 9, 3, -12, -0.1, -5
> Cc1ccc2sc(N(CCN(C)C)C(=O)/C=C/c3cccs3)nc2c1C
  15, 0, 13, -0.4, 12, -10, 20, -3, -15, -0.1, 15
> CC1CCc2c(sc3nc(CN4CCOCC4)nc(Sc4ccccc4)c23)C1 (stereo not drawn)
  -18, -14, -3, -0.1, 8, 23, -4, -3, -45, 0.3, 1
> COc1ccc(C2=Nn3c(nnc3-c3ccccc3F)SC2)cc1OC1CCCC1
  -80, -32, -194, 5.6, -2, 8, -110, ., 12, -0.2, 29
> Cc1cc(C)nc(SCC(=O)Nc2nonc2N)n1
  -10, 5, 16, 0.8, 5, -10, 2, 1, -29, -0.3, 5
> CC(C)CC1(C)NC(=O)N(CC(=O)N2C(C)CCCC2C)C1=O (stereo not drawn)
  11, 14, 8, -2.7, -11, 2, 11, 1, 19, 0.6, -13
> COc1ccc(Nc2ncc(C(=O)O)c3ccccc23)cc1
  -9, -6, -30, 0.6, -8, 6, 6, -1, -12, -0.2, 17
> O=C(CCCCCCN1C(=O)c2ccccc2C1=O)N1CCC(c2ccccc2)C1 (stereo not drawn)
  -5, -1, 3, 2.1, 3, 15, 3, -1, -8, 0.4, -10
> Cc1cc(NC(=O)c2ccccc2C)ccc1NC(=O)c1ccccc1Cl
  -31, -6, -49, -0.6, -7, 4, -20, 5, 25, 0.1, -6
> COc1ccc(CC(=O)OCC(=O)NCCc2ccccc2)cc1OC
  4, 16, 7, -0.5, 8, 1, -4, 2, -6, -0.2, 2
> O=C(O)c1cccc(-c2csc(C(O)c3ccc(F)cc3)n2)c1 (stereo not drawn)
  -152, -3, -94, -0.3, ., -13, -176, ., -41, -0.1, -4
> O=c1c2ccccc2nc(/C=C/c2cccnc2)n1CCc1ccccc1
  -19, -13, 9, -0.1, -6, -3, 15, 4, 4, 0.0, 2
> O=C(O)C1CCN(C(=O)CSc2nc3ccccc3c(=O)n2Cc2ccccc2)CC1
  20, -3, 1, -0.5, 4, -2, -4, 1, 2, -0.1, 9
